# Screening results (PubChem)
# PV pol inh: poliovirus RdRp elongation inhibitors, primary screen, biochemical, fluorescence polarization, total intensity | poliovirus polymerase elongation; active compounds read low | % elongation, % (compound at 16.7 µg/mL) | 150,000 tested, 0.66% active; in the data active means % elongation below about 90%; further: some results filed as inactive read as strong as hits
# Target sequence (P03300 1749-2209 limits assumed): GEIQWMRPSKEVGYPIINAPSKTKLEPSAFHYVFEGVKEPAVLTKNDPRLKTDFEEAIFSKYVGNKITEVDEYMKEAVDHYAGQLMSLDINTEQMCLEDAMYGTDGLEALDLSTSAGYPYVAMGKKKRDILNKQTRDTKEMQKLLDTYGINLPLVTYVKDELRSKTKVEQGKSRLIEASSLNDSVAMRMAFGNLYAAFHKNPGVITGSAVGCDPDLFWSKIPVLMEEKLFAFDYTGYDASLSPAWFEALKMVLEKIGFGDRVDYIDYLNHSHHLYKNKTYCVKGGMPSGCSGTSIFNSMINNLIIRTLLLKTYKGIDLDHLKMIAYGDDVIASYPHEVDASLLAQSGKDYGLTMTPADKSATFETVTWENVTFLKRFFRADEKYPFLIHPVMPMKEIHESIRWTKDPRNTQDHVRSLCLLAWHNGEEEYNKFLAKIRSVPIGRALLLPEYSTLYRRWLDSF
# PV pol inh FP z-score: further read-out of PV pol inh, marked with its call; z-score; measured here: FP z-score; hits read low
# * = called active by the depositor; & = joins results of further samples. Not all compounds are listed; rates above refer to the full screens.
# Fields – PV pol inh | PV pol inh FP z-score
CCOc1ccccc1C(=O)n1cc(Cl)cn1
 : 107 | 0.5
Oc1oc(-c2ccco2)nc1C=Nc1ccccc1
 : 102 | 0.1
CNS(=O)(=O)c1ccc2c(c1)OCCO2
 : 103 | 0.2
CN(C)S(=O)(=O)c1cccc(COC(=O)c2n[nH]c3ccccc23)c1
 : 103 | 0.3
O=C(CN1C(=O)CCSc2ccc(S(=O)(=O)N3CCCC3)cc21)Nc1ccccc1Cl
 : 105 | -0.3
O=C(NCc1ccccc1)c1cccc(NC2=NC3CS(=O)(=O)CC3S2)c1 (stereo not given)
 : 105 | 0.9
C=CCC(O)(CC=C)C(N)C(C)C (stereo not given)
 : 103 | 0.3
CC(c1nnc(SCc2csc(-c3ccccc3)n2)n1-c1ccc(Cl)cc1)N(C)C (stereo not given)
 : 104 | 0.2
COCCn1c(SCC(=O)c2ccc(F)cc2)nc2ccccc21
 : 103 | -0.1
CC(C)Nc1ccc(C(F)(F)F)cn1
 : 104 | 1
Cc1ccc(-c2nc(-c3cc4cccc(OCc5cccc(F)c5)c4oc3=O)no2)cc1
 : 122 | 4.3
CC(=O)N1c2ccc(S(=O)(=O)NC(C(=O)NCc3ccccc3)C(C)C)cc2CC1C (stereo not given)
 : 103 | 0.1
CC(=O)Nc1cccc(C(=O)OCC(=O)NC2CCS(=O)(=O)C2)c1 (stereo not given)
 : 101 | -0.3
COc1ccc(C(=O)Nc2ccc(-n3nncc3-c3ccc(OC)c(OC)c3)cc2)cc1
 : 100 | -1.6
c1ccc(N(c2ccccc2)c2nc(-n3nnc4ccccc43)nc(-n3nnc4ccccc43)n2)cc1
 : 102 | 0
O=C(Oc1ccc(-c2ccccc2)nn1)c1ccco1
 : 101 | 0
CNCc1ccco1
 : 102 | -0.3
COc1ccccc1CNC(=O)CCS(=O)(=O)c1ccc2c(c1)oc(=O)n2C
 : 104 | -0.8
Cc1ccc(C2CC(=O)Nc3cc4c(cc32)OCCO4)cc1 (stereo not given)
 : 108 | 0.8
CC(c1nc2ccccc2[nH]1)N1CCCCC1 (stereo not given)
 : 103 | 0.5

# 2 entries from above, tab-delimited:
Structure	PV pol inh	PV pol inh FP z-score
CC(c1nc2ccccc2[nH]1)N1CCCCC1 (stereo not given)	103	0.5
CC(C)Nc1ccc(C(F)(F)F)cn1	104	1

# (list continues)
# Fields – PV pol inh | PV pol inh FP z-score
O=C(O)COCCN1CCCC1=O
 : 101 | -0.3
CCOc1ccc(NC(=O)Cn2c(=O)n(CC(=O)NCCc3ccccc3)c(=O)c3sccc32)cc1
 : 81* | -4.9*
CC(C)(CN1CCc2ccccc2C1)NS(=O)(=O)c1ccccc1
 : 104 | 0.4
CCOC(=O)N1CCc2c(sc3c2c(=O)n(CCc2ccccc2)c(=O)n3CC(=O)Nc2ccc(C)cc2)C1
 : 103 | -0.6
Cc1ccc(NC(=O)Nc2ccccc2OCc2cc(=O)n3ccccc3n2)c(Cl)c1
 : 103 | -0.7
CCOC(=O)c1cc(-c2ccc(S(=O)(=O)N(CC)CC)s2)on1
 : 99 | -1.5
N#CCC(=O)NCC1OCCc2ccccc21 (stereo not given)
 : 101 | 0.3
COc1ccc2ncc3c(-c4ccc(C)c(C)c4)nn(CC(=O)NC4CCCC4)c3c2c1
 : 102 | -1
CCC1(COCc2ccccc2)CCC(c2ccccc2)O1 (stereo not given)
 : 106 | 0.4
CC[C@@H]1[C@H]2CCCCN3[C@H]2[C@H](C[C@H]3[C@@H]2C[C@H](C)C(=O)O2)[C@@H]2[C@H]1OC(=O)[C@H]2C
 : 98 | -0.5
COCCN1Cc2cccc(C(=O)N3CCC(N4CCCCC4)CC3)c2C1=O
 : 103 | 1
COCCn1c(SC(C#N)Cc2ccc(C)cc2)nnc1-c1cccc(C)c1 (stereo not given)
 : 107 | -0.5
COc1cc(NC(=O)c2noc3c2CCC3)cc(OC)c1OC
 : 102 | 0.2
O=C(Nc1ccccc1)C1CCC1
 : 104 | 1
O=C1Nc2ccc(Cl)cc2/C1=C/c1ccccc1
 : 103 | 0.6
Cc1ccc(NS(=O)(=O)c2ccc3c(c2)N(C)C(=O)CC(=O)N3C)cc1Cl
 : 107 | -0.1
Cc1ccc(Cl)cc1NC(=O)Cn1nc2c(cc1=O)CC(C)CC2 (stereo not given)
 : 106 | -0.3
O=C(NCc1ccc2c(c1)OCO2)C1CCCN(S(=O)(=O)N2CCCCC2)C1 (stereo not given)
 : 102 | 0.1
C=CCOC(=O)C1=C(C)NC(SCC(N)=O)=C(C#N)C1c1ccccc1 (stereo not given)
 : 101 | -0.2
COC(=O)c1ccc(CN)cc1
 : 101 | -0.1
O=C(COc1ccc(F)cc1)N(CC1=CCS(=O)(=O)C1)c1ccccc1
 : 100 | -0.2
COc1ccc(C2Nn3c(nnc3C3CC3)SC2C(=O)c2ccc(F)cc2)cc1 (stereo not given)
 : 105 | 0.3
Cc1cccc(Nc2cc(C)nc3ccccc23)c1
 : 98 | -0.7
CCN(Cc1ccccc1)C(=O)Cn1c(=O)n(NC(=O)c2ccccc2)c(=O)c2sccc21
 : 102 | 0.4
O=C(Nc1ccc(-c2nc3cc(NC(=O)c4ccccc4F)ccc3o2)cc1)c1ccccc1F
 : 101 | -0.4
O=C(Nc1c[nH]c(=O)[nH]c1=O)c1cccc(C(=O)Nc2c[nH]c(=O)[nH]c2=O)c1
 : 100 | -0.5
CC(=O)c1cc(-c2ccccc2)n(CCC(=O)NC2CCCCC2)c1C
 : 103 | -0.1
CC1=CC2=C(C1=O)C(C(C)C)C(C#N)=C(N)S2 (stereo not given)
 : 107 | 2.3
CCOC(=O)c1ccccc1NC(=O)COc1cc(=O)n(CC)c2ccccc12
 : 104 | -0.3
CCN(CC)S(=O)(=O)c1ccc(N=Cc2c(O)n(-c3ccccc3)c(=O)[nH]c2=O)c(C)c1
 : 102 | 0.4
O=C(CCc1ccccc1)NN1C(=O)CCC1=O
 : 98 | -1.2
O=C(O)CCC12CC3CC(CC(Cl)(C3)C1)C2
 : 99 | -0.6
CN(Cc1cccs1)C(=O)[C@@H]1CCCN1C(=O)c1cccs1
 : 98 | -0.6
CCOC(=O)/C=C1\SCC(=O)N1CC(O)CN1C(=O)CS/C1=C\C(=O)OCC
 : 101 | 0
COC(=O)c1cccc(N=C(N)N=C(N)N)c1
 : 108 | 0.7
CC1CCc2c(cnc3ncnn23)C1 (stereo not given)
 : 106 | 0.5
O=C(NNc1ccccc1)Nc1ccccc1F
 : 100 | -0.6
Cc1ccc(-c2nc(-c3cccs3)c(-c3cccs3)[nH]2)cc1
 : 113 | 1.4
O=C(NCC(c1ccco1)N1CCCCC1)c1ccccn1 (stereo not given)
 : 100 | -0.3
CC(C)(C)C(=O)/C=c1\s/c(=C\c2c(F)cccc2F)c(=O)n1CC(=O)NCc1ccco1
 : 113 | 2

# Six compounds already listed, arranged by length of the SMILES, ascending.
# Fields – PV pol inh | PV pol inh FP z-score
Cc1cccc(Nc2cc(C)nc3ccccc23)c1
 : 98 | -0.7
COC(=O)c1cccc(N=C(N)N=C(N)N)c1
 : 108 | 0.7
O=C(O)CCC12CC3CC(CC(Cl)(C3)C1)C2
 : 99 | -0.6
COc1ccc(C2Nn3c(nnc3C3CC3)SC2C(=O)c2ccc(F)cc2)cc1 (stereo not given)
 : 105 | 0.3
CCOC(=O)/C=C1\SCC(=O)N1CC(O)CN1C(=O)CS/C1=C\C(=O)OCC
 : 101 | 0
CCN(CC)S(=O)(=O)c1ccc(N=Cc2c(O)n(-c3ccccc3)c(=O)[nH]c2=O)c(C)c1
 : 102 | 0.4

# (continued)
# Fields – PV pol inh | PV pol inh FP z-score
CCOc1ccccc1NC(=O)CSc1nc2c(oc3ccccc32)c(=O)n1C(C)C
 : 104 | -0.1
O=C(N/N=C/c1ccc(N2CCCCC2)cc1)c1cccnc1
 : 102 | 0
O=C(CNC(=O)c1ccc2c(c1)OCO2)Nc1cccnc1
 : 101 | 0.5
O=C(OCc1cn2cc(Cl)ccc2n1)C1=NN(c2ccccc2)C(=O)CC1
 : 102 | -0.1
CC1(N=Cc2ccccc2)CCS(=O)(=O)C1 (stereo not given)
 : 105 | 0.4
CCOC(=O)c1ccccc1NC(=O)CN1C(=O)CC(c2ccccc2)Sc2ccccc21 (stereo not given)
 : 106 | 0.4
CC(C)c1cc[nH]c1-c1ccccc1
 : 140 | 3.7
O=C1CCCN1CCC12CC3CC(CC(C3)C1)C2
 : 102 | -0.2
[O-][n+]1ccccc1SC1=COCCC1
 : 100 | -0.4
c1ccc(Cn2nnc3c(Sc4nnc(-c5ccncc5)o4)ncnc32)cc1
 : 103 | 0.3
CCc1ccc(NC(=O)C2CCN(c3nnc(-n4c(C)ccc4C)s3)CC2)cc1
 : 100 | -2.4
O=C1CSCC(=O)N1c1ccccn1
 : 101 | -0.1
CCCc1nccn1S(=O)(=O)c1cc(Br)ccc1OC
 : 108 | 0.6
CCOC(=O)Nc1ccc2c(CCl)cc(=O)oc2c1
 : 103 | 0.3
Cc1sc2c(c1C)C(=O)/C(=C\Nc1ncccn1)S(=O)(=O)N2C
 : 96 | -2
Cc1cc(=O)n2nc(N(C)CC(=O)NCc3ccccc3)sc2n1
 : 103 | 0.3
COc1ccccc1-c1nnc(SCCOc2ccccc2C)o1
 : 106 | 0
CC(SC1CCCC1)C(=O)NC(C)(C#N)C(C)C (stereo not given)
 : 107 | 0.5
O=S(=O)(NC1CCCCC1Nc1ccccc1Br)c1ccccc1 (stereo not given)
 : 103 | 0.1
Cc1cc(Br)ccc1NC(=O)CCNS(=O)(=O)c1cccc2nsnc12
 : 100 | -0.1

# Look-ups from the entries so far.
# CN(Cc1cccs1)C(=O)[C@@H]1CCCN1C(=O)c1cccs1 | PV pol inh FP z-score = -0.6
# O=C(O)CCC12CC3CC(CC(Cl)(C3)C1)C2 | PV pol inh = 99
# C=CCOC(=O)C1=C(C)NC(SCC(N)=O)=C(C#N)C1c1ccccc1 (stereo not given) | PV pol inh = 101

# New compounds follow.
# Fields – PV pol inh | PV pol inh FP z-score
C[C@H](NC(=O)c1ccc(C(C)(C)C)cc1)C(=O)N1CCOCC1
 : 101 | 0
COC(=O)[C@@H](N)CCCN=C(N)N[N+](=O)[O-]
 : 101&100 | 0.1&0.1
CCCc1c(-c2nc(-c3ccc(Cl)cc3)no2)cnn1-c1ccccc1
 : 102 | -0.2
O=C(Nc1ccc(Cl)cc1)NC(C(=O)O)c1ccccc1 (stereo not given)
 : 98 | -0.3
CCOc1ccc(CCNC(=O)Cn2ccc3cc(S(=O)(=O)N4CCCCCC4)ccc32)cc1
 : 105 | -0.6
O=S(=O)(NCCc1csc(-c2ccc(F)cc2)n1)c1ccc(Cl)cc1
 : 111 | 1.1
CC1CC(C)CN(C(=O)CSc2n[nH]c(N)n2)C1 (stereo not given)
 : 106 | 0.2
CCCN(CC(=O)Nc1ccc(F)c(F)c1F)Cc1cc(=O)n2ccsc2n1
 : 105 | 0.3
CCc1ccccc1NC(=O)Cn1nnc2sc3c(c2c1=O)CCC(C(C)(C)C)C3 (stereo not given)
 : 103 | -0.6
COc1ccc(S(=O)(=O)NCC(c2ccc(N(C)C)cc2)N2CCCC2)cc1F (stereo not given)
 : 109 | 0.5
CCCn1cnc2cc(NCc3cccc(OC)c3)ccc21
 : 101 | 0.1
Cc1ccc(S(=O)(=O)N2CCN(C(=O)c3n[nH]c(=O)c4ccccc34)CC2)cc1
 : 109 | 0.8
COc1ccc(NC(=O)COC(=O)C23CCC(=O)N2c2ccccc2S3)cc1 (stereo not given)
 : 100 | -0.4
O=C(CNc1cccc(F)c1)N1CCc2ccccc2C1
 : 102 | 0
Oc1c(C(c2ccccc2F)N2CCCCC2)sc2nc(-c3ccco3)nn12 (stereo not given)
 : 106 | 0
Cc1csc(=O)n1CN1CCN(C(=O)C2COc3ccccc3O2)CC1 (stereo not given)
 : 101 | -0.5
COC(=O)c1cc(OC(=O)c2ccccc2Br)n(C)n1
 : 102 | 0.7
COc1ccc(CCNC(=S)NCCc2ccccc2)cc1OC
 : 101 | -0.3
COc1ccc2[nH]cc(NC(=O)NCCO)c(=O)c2c1
 : 104 | 0.3
CCOc1ccc(/C=N/OC(C)C(=O)NCc2ccc3c(c2)OCO3)cc1 (stereo not given)
 : 98 | -0.6
CC1CC(Nc2ncnc3c2cnn3C)CC(C)(C)C1 (stereo not given)
 : 101 | 0
Cc1ccc(Cl)cc1N1CCN(CCCNC(=O)c2nnc(Cc3cccc(Cl)c3)o2)CC1
 : 102 | -0.9
COc1ccc(C(=O)NCc2cc3cc(Cl)ccc3[nH]2)cc1COc1ccccc1Cl
 : 102 | 0.2
O=C1CCCN1CCCNCc1ccc(-n2cnc3ccccc32)cc1
 : 94 | -1
COc1ccc(OC)c(-c2c[n+](=O)c3c(n2[O-])CCCC3)c1
 : 102 | 0
CCOC(=O)c1ccccc1NC(=O)/C=C1/Nc2ccccc2NC1=O
 : 104 | 0.6
CC(CC(=O)N1CCCCCC1)c1ccccc1 (stereo not given)
 : 101 | 0.2
COC(=O)c1ccc(NC(=O)CC23CC4CC(CC(C4)C2)C3)cc1
 : 101 | -0.6
COCCNC(=O)CCCn1c(SCc2ccccc2C)nc2c(sc3ccccc32)c1=O
 : 107 | 0.4
COc1ccc(OC)c(S(=O)(=O)N2Cc3ccccc3CC2C(=O)Nc2ccc(C)cc2C)c1 (stereo not given)
 : 117 | 0.1
COC(=O)c1ccc(OCC2c3cc(OC)c(OC)cc3CCN2C(=O)c2cccc(C)c2)cc1 (stereo not given)
 : 101 | -0.9
CCN(CC)CCNC(=O)c1nn(C)c2c1CS(=O)(=O)c1ccccc1-2
 : 103 | -0.6
COc1ccccc1NC(=O)C12CC3CC(CC(C3)C1)C2
 : 102 | 0
O=c1c2c3nc4ccccc4nc3n(Cc3ccco3)c2ncn1Cc1ccco1
 : 101 | -0.3
CN1C(=O)c2ccccc2C(C(=O)NCCN(Cc2ccco2)C2CCCC2)C1c1cccs1 (stereo not given)
 : 103 | 0.7
O=C(COC(=O)Cn1ccc(=O)[nH]c1=O)Nc1ccc(F)cc1
 : 101 | -0.2
CC(=O)Nc1nonc1-c1nnc(SCc2ccc(Cl)cc2)n1C
 : 109 | 0.4
Cc1cccc2sc(N(Cc3cccnc3)C(=O)CCOc3ccccc3)nc12
 : 109 | 0.4
O=C(O)C1CC=CCC1Cc1ccccc1 (stereo not given)
 : 104 | 0.6
O=c1cc(-c2ccccc2)n2c(SCc3ccc(Br)cc3)nnc2[nH]1
 : 103 | -0.8
O=C(O)CC12CC3CC(C1)CC(CC(=O)O)(C3)C2
 : 103 | 0.2
